ARFGAP1 inh: inhibitors of rat ARFGAP1. Arfgap1-stimulated ARF1 GTP hydrolysis, GDP FP detection. inhibition, % at 16.5 µM. hit rate 0.26% among 360,000;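 active means inhibition above a per-plate limit, mean inhibition of low control wells plus 3 SD, cut at about 25% in these data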;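 further: 0% = DMSO wells with enzyme and 100% = wells lacking Arfgap1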
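material = rat Arfgap1 catalytic domain, aa 1-136 | also added = human ARF1(Δ1-17)-GTP substrate | compound dosing = one concentration, 16.5 µM, DMSO 1.26% | times = GTP hydrolysis reaction 2 h at 25 °C | measured by = FP, GDP Alexa 633 tracer displaced from anti-GDP antibody, 620/688 nm | evaluation = percent inhibition of Arfgap1-stimulated GTP hydrolysis | replication = single well per compound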
NR1D1 modulator: modulators of human Rev-erb alpha DNA binding; P20393; Rev-erbα–FITC-DNA binding, fluorescence polarization, 90 min; activity, % at 10 µM; hit rate 0.79% among 370,000; AID 1259318;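 active means activity above about 14%, limit read from the data; passing the limit was not always enough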;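 further: 0% = DMSO wells with 35 nM protein and 100% = DMSO wells with 750 nM protein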
ASAP1 GAP inh: blocks human ASAP1-stimulated Arf1 GTP hydrolysis; GDP FP detection; inhibition, % at 16.5 µM; hit rate 0.19% among 360,000; AID 624377; in the data active means inhibition above about 25%;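 further: 0% = vehicle with enzyme and substrate and 100% = no enzyme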
NPR2 activator: GC-B (human) receptor activation. hit rate 0.11% among 370,000. activation, % at 10 µM. HEK293-GC-B cells, CNP EC30, cGMP TR-FRET; 0% at EC30 CNP, 100% saturating CNP. P20594;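 active means activation at 10 µM reaching about 35% in either raw or pattern-adjusted values, limit read from the data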
Target sequence (P20594 whole entry, looked up): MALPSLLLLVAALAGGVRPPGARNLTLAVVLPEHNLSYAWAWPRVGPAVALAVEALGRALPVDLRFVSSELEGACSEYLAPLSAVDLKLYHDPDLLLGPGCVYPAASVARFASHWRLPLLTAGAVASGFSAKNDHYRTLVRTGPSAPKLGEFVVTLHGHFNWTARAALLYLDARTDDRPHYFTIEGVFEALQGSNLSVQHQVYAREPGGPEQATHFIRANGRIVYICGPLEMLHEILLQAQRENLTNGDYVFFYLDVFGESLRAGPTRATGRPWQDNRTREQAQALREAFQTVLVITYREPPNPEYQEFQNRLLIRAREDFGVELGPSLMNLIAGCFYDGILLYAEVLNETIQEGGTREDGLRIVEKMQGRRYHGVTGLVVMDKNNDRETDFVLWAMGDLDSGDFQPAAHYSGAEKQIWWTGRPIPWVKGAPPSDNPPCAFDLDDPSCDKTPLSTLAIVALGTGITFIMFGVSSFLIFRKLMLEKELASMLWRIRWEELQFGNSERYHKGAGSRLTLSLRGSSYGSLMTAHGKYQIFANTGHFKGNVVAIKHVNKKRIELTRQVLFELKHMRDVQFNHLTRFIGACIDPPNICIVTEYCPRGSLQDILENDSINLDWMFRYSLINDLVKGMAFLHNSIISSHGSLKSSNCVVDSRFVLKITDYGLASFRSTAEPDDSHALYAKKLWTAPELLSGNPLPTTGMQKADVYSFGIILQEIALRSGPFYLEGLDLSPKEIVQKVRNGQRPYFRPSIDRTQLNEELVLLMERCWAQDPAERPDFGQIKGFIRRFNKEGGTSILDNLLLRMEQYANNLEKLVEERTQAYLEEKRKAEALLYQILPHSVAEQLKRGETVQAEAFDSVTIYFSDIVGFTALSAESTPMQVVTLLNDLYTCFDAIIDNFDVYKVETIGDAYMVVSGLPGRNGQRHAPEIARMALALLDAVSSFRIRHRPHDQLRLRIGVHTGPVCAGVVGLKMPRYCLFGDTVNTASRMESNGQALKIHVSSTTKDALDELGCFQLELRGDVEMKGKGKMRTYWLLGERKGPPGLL
NPR1 activator: GC-A (human) enzyme activation | activation, % at 10 µM | HEK293 GC-A cells, cGMP TR-FRET, EC30 ANP; 0% at EC30 ANP, 100% saturating ANP | hit rate 0.14% among 370,000; in the data active means activation above about 40%
rCAG RNA binder: molecules binding r(CAG) RNA repeats | r(CAG) RNA repeat, TO-PRO-1 dye displacement fluorescence | inhibition, % at 3 µM | hit rate 1.3% among 370,000;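 active means inhibition above the plate cutoff, the mean of all test compounds on that plate plus 3 SD, cut at about 35% in these data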;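 further: 0% = DMSO alone and 100% = 100 µM mitoxantrone as full dye displacement; higher means more dye released from RNA so lower well fluorescence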
ABHD4 inh: inhibitors of mouse ABHD4. Q8VD66. purified mABHD4, FP-Rh probe fluorescence polarization. inhibition, % at 8.92 µM. hit rate 0.54% among 370,000;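 active means inhibition exceeding the mean over every tested compound plus 3 SD, cut at about 30% in these data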;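 further: 0% = plate median of compound wells and 100% = S159A mutant with DMSO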
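Test system: mABHD4 protein | Buffer or medium: HEPES pH 7.0 buffer, 150 mM NaCl, 0.01% Pluronic F-127 | Probe or stimulus: FP-Rh fluorescent activity-based probe, added after compound pre-incubation | Timing: Pre-incubation 45 min, probe exposure 60 min, at 25 °C | Technique: Fluorescence polarization, excitation 525 nm, emission 598 nm, BODIPY TMR filters | Repeats: Single well per compound (singlicate)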
PG9 binder: PG9 antibody binding by small molecule. hit rate 0.43% among 360,000. TR-FRET gp120-PG9 antibody binding. inhibition, % at 6.7 µM; in the data active means inhibition above about 8.5%
HTRA1 inh: blocks human HTRA1 serine peptidase | Q92743 | recombinant HTRA1, FP-rhodamine activity-based probe, fluorescence polarization | inhibition, % at 5.96 µM | hit rate 0.5% among 340,000 | AID 504803; in the data active means inhibition above about 36%;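 further: 0% = enzyme with DMSO and 100% = wells lacking enzyme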
SMARCA2 activ: SMARCA2 function activation, primary screen | MG213 cells, MMTV-luciferase reporter, dexamethasone, overnight | activation, % at 9.1 µM | hit rate 1% among 370,000 | AID 652017; in the data active means activation above about 7.8%;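 further: 0% = vehicle wells and 100% = reference activator wells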
An asterisk follows results filed as active; / = no result given.

Order of results – HTRA1 inh | ARFGAP1 inh | NPR2 activator | SMARCA2 activ | NR1D1 modulator | ABHD4 inh | NPR1 activator | rCAG RNA binder | PG9 binder | ASAP1 GAP inh
O=C(CSc1nc(=O)n(CCCN2CCOCC2)c2c1CCC2)Nc1cccc(F)c1
 : 4 | -9 | 6 | -3 | 2 | -1 | -3 | -3 | 1.5 | -4
CCCc1nc2oc3c(OCC)ncnc3c2c2c1COC(C)(C)C2
 : 6 | 17 | -7 | 1 | 1 | 4 | 4 | -4 | -0.3 | 5
CC(=O)c1cccc(S(=O)(=O)N2CCN(CCOc3ccccc3)CC2)c1
 : -13 | 5 | 3 | -2 | 1 | 0 | 3 | 3 | -0.2 | -1
Cc1noc(C)c1CSc1ncnc2ccccc12
 : -4 | 10 | 0 | 0 | -5 | 6 | 0 | -4 | 0.7 | -5
CC1(C(=O)Nc2ccc(Cl)c(Cl)c2)CCN1Cc1ccccc1OC(F)F (stereo unspecified)
 : / | 11 | -8 | -1 | 2 | -17 | -4 | 1 | -2.4 | 3
CN(CC(=O)NC1CCCCC1)S(=O)(=O)c1ccc(Br)s1
 : -2 | 1 | 4 | 0 | 1 | 6 | 3 | -2 | -2.1 | -1
CCOc1ccc(NC(=O)CN(C)C(=O)c2ccc(OCC(=O)N3CCOCC3)c(OC)c2)cc1OCC
 : -2 | -11 | 1 | -2 | 8 | -4 | 5 | 5 | -0.2 | -15
COc1ccc(NC(C)=O)cc1S(=O)(=O)NCc1ccc2c(c1)OCO2
 : 3 | -4 | -4 | 1 | -2 | 1 | 3 | 0 | -1.8 | -10
O=S(=O)(c1ccc(Cl)cc1)N1CCCc2ccccc21
 : -10 | 15 | -4 | -2 | -2 | -6 | -6 | 1 | -2.8 | 3
O=C(CNc1ccc2ccccc2c1)NNC1=NCCC1
 : -3 | -8 | 2 | -3 | 1 | 5 | -1 | -1 | 0.8 | 4
Cc1ccc(NC(=O)CSc2nnc(CSc3nc(C)cc(C)n3)n2Cc2ccco2)c(C)c1
 : -9 | -3 | 6 | -2 | 0 | 3 | -6 | -11 | 0.9 | -6
CCC(C(=O)NC1CCCC1)N(Cc1ccc2c(c1)OCO2)C(=O)c1snc(C(N)=O)c1N (stereo unspecified)
 : -6 | / | -7 | / | -1 | / | -10 | / | / | /
CC1=C(C(=O)N2CCCCC2)C(c2cccs2)C2=C(CCCC2=O)N1 (stereo unspecified)
 : -3 | 4 | -6 | 3 | -4 | 11 | -6 | 0 | 0.0 | 8
CC(=O)Nc1ccc(S(=O)(=O)N(C)CC(=O)OC(C)C(=O)NC2(C#N)CCCCC2)cc1 (stereo unspecified)
 : -1 | 5 | 0 | -4 | -4 | 0 | 1 | 2 | -1.2 | 2
COC(=O)[C@@]1(Cc2ccc(F)cc2)[C@H]2c3cc(C(=O)N(C)C)n(CCF)c3C[C@H]2CN1C(=O)c1ccccc1
 : / | -2 | -3 | -2 | -1 | -3 | -5 | 2 | -1.5 | -4
O=C(COc1ccccc1)NNc1nc2c(F)cc(F)cc2s1
 : 10 | 6 | -3 | -1 | 2 | 7 | 6 | 0 | 1.5 | 8
OCCN(Cc1ccccc1)Cc1cccc(F)c1
 : -7 | -11 | -3 | -3 | 1 | 6 | 5 | -2 | -1.9 | -2
CCCCP(=O)(CCCC)Cc1ccccc1O
 : 0 | 1 | -1 | -2 | 7 | -1 | -1 | -3 | 0.0 | 2
CC1=C(C(=O)NC2CCCc3c2cnn3-c2ccc(F)cc2F)OCCO1 (stereo unspecified)
 : 4 | 11 | 1 | -3 | 6 | 6 | 1 | -2 | -1.7 | -16
CO/N=C/C(c1ncc(C(F)(F)F)cc1Cl)S(=O)(=O)c1ccccc1 (stereo unspecified)
 : 2 | -4 | 5 | -2 | 2 | -2 | 0 | -4 | -2.0 | -3

Retrieved one by one from the entries so far:
Order of results – HTRA1 inh | ARFGAP1 inh | NPR2 activator | SMARCA2 activ | NR1D1 modulator | ABHD4 inh | NPR1 activator | rCAG RNA binder | PG9 binder | ASAP1 GAP inh
O=C(CSc1nc(=O)n(CCCN2CCOCC2)c2c1CCC2)Nc1cccc(F)c1
 : 4 | -9 | 6 | -3 | 2 | -1 | -3 | -3 | 1.5 | -4
COC(=O)[C@@]1(Cc2ccc(F)cc2)[C@H]2c3cc(C(=O)N(C)C)n(CCF)c3C[C@H]2CN1C(=O)c1ccccc1
 : / | -2 | -3 | -2 | -1 | -3 | -5 | 2 | -1.5 | -4
CCCc1nc2oc3c(OCC)ncnc3c2c2c1COC(C)(C)C2
 : 6 | 17 | -7 | 1 | 1 | 4 | 4 | -4 | -0.3 | 5
OCCN(Cc1ccccc1)Cc1cccc(F)c1
 : -7 | -11 | -3 | -3 | 1 | 6 | 5 | -2 | -1.9 | -2

(list continues)
Order of results – HTRA1 inh | ARFGAP1 inh | NPR2 activator | SMARCA2 activ | NR1D1 modulator | ABHD4 inh | NPR1 activator | rCAG RNA binder | PG9 binder | ASAP1 GAP inh
COc1ccc(-c2noc(CN(C(=O)C(C)(C)C)C(C)C)n2)cc1
 : -7 | 19 | -7 | 1 | -3 | 0 | -1 | -5 | 0.3 | -1
COC(=O)CCC(=O)N1CN2CN(C(=O)CCC(=O)OC)CC([N+](=O)[O-])(C2)C1
 : -6 | -10 | 6 | -5 | 6 | 3 | 2 | -1 | 1.0 | 16
Cc1cc(C)c2nc(N3CCN(C(=O)c4ccco4)CC3)sc2c1
 : -1 | -12 | 5 | 4 | 5 | 1 | -3 | -5 | 0.0 | 0
OC1CCN(C(c2ccc3ncccc3c2)c2nnnn2C2CCCCC2)CC1 (stereo unspecified)
 : 3 | -2 | 0 | 7 | 6 | 6 | -3 | -2 | -1.8 | -11
CCCCCCCNC(=O)C1(CC2CC(c3ccc(Cl)cc3)=NO2)CCNCC1 (stereo unspecified)
 : -5 | -8 | -11 | 0 | -4 | 12 | -2 | 11 | -3.3 | 2
COc1ccc(NS(=O)(=O)c2cccs2)cc1S(=O)(=O)N1CCCCC1
 : 4 | 0 | 6 | -3 | 0 | 1 | -1 | 1 | 1.0 | 11
O=c1cnn(-c2ccc(Cl)cc2Cl)c(-c2ccccc2)c1
 : -37 | -9 | -10 | -1 | 4 | 0 | 5 | 1 | -0.3 | 9
O=C(CNCc1ccccc1)Nc1cccc(Cl)c1Cl
 : 0 | 7 | 2 | 0 | 1 | -2 | -5 | -3 | -4.1 | -3
CCOc1cc(C(=O)N(C)CC(=O)Nc2cccc(F)c2)ccc1OCC(=O)N1CCOCC1
 : -2 | -8 | / | 0 | / | 0 | / | -3 | 0.1 | -1
CCCCCN(C(=O)NC(=O)NC(C)CC)S(C)(=O)=O (stereo unspecified)
 : 5 | 5 | 4 | -2 | -1 | 0 | 1 | 3 | -0.3 | 5
COc1ccc(NC(=O)CN2CCN(C(=O)C3CCCO3)CC2)c(OC)c1 (stereo unspecified)
 : 6 | 8 | 3 | -2 | 5 | 3 | 7 | -7 | 0.5 | -5
Cc1ccc(S(=O)(=O)N2C[C@H]3[C@H]4C(=O)N(Cc5ccccc5)C(=O)[C@H]4CC(=O)[C@H]3[C@@H]2c2ccccc2)cc1
 : / | -5 | 3 | -3 | 1 | -3 | -2 | 17 | -3.4 | 1
CCN(CC)C(=O)Cn1cnc([N+](=O)[O-])n1
 : 2 | 6 | 1 | 1 | -6 | -2 | 2 | -3 | 0.8 | 13
COc1cccc(NC(=O)CN(C)C(=O)CCSc2ccc(C)cc2)c1
 : -6 | -8 | -4 | 4 | 10 | -2 | -4 | 2 | -2.5 | 10
Cc1ccc(OCCCC(=O)Nc2ccc(S(N)(=O)=O)cc2)cc1
 : 0 | -5 | -4 | -1 | 6 | -5 | -1 | 5 | -2.1 | -4
COc1cc(NC(=O)Cn2c(=O)n(-c3cccc(C)c3)c(=O)c3c(C)c(C)sc32)cc(OC)c1
 : -9 | -8 | 2 | -6 | 4 | -5 | 0 | 6 | -3.0 | -4
Cc1ccc(CSc2ccc(S(=O)(=O)N3CCCC3)cn2)cc1
 : -17 | -3 | 8 | -2 | -4 | -10 | 0 | 4 | 2.5 | 10
CC(C)N1CCNCC1
 : 5 | -6 | 3 | -1 | 2 | -2 | 1 | 0 | 0.1 | -3
O=[N+]([O-])c1ccc(Cl)c(C2Nc3cccc4cccc(c34)N2)c1
 : 32 | -1 | -4 | -2 | -10 | 28 | -8 | 17 | -4.1 | 1
CCOC(=O)c1cnc2c(Cl)cccc2c1NCCN1CCOCC1
 : -8 | 12 | -6 | 0 | -3 | -7 | 1 | -3 | -2.1 | -10
Cn1c(CN2CCOCC2)nc2cc(NC(=O)COc3ccc([N+](=O)[O-])cc3)ccc21
 : 5 | 4 | 2 | -5 | 1 | -1 | 1 | -1 | -2.3 | 2
CN(CC(=O)Nc1cccc(F)c1)C(=O)CCCN1C(=O)c2cccc3cccc(c23)C1=O
 : -7 | 11 | -2 | 1 | 6 | -2 | -2 | -3 | 0.9 | -7
Cc1ccc(NC(=O)c2ccc(C(C)(C)C)cc2)cc1[N+](=O)[O-]
 : -3 | -1 | 0 | 1 | 1 | 7 | -5 | 1 | -1.5 | 12
Cc1nn(C)c(C)c1S(=O)(=O)N1CCC(C(=O)NCC2COc3ccccc3O2)CC1 (stereo unspecified)
 : 3 | -6 | 0 | -2 | 2 | -4 | 2 | 1 | 0.5 | 9
CC1(C(=O)O)CCC(C(=O)NC2CCCCC2)C1(C)C (stereo unspecified)
 : 4 | 1 | 0 | 0 | -2 | 1 | 0 | 0 | 0.2 | -6
O=C(NC(=S)Nc1ccc2[nH]ncc2c1)c1ccccc1
 : -8 | 10 | 4 | 2 | -2 | 3 | -1 | -2 | -0.2 | -2
COC(=O)[C@@]12CCCCC=C1N(CCc1ccc(Cl)cc1)C(=O)[C@H]2CC(=O)NCc1ccc(C)o1
 : / | / | 5 | -1 | -1 | 4 | -1 | 7 | / | /
Cc1cc(C)c2cc(CN(CC3CCCO3)S(=O)(=O)c3ccc4c(c3)OCCO4)c(=O)[nH]c2c1 (stereo unspecified)
 : -32 | 0 | 6 | 3 | 0 | 0 | -2 | -4 | -1.6 | -8
Cc1cc(C)n2nc(SCC(=O)N3CCCC(C)C3)nc2n1 (stereo unspecified)
 : 0 | 5 | 0 | 4 | 4 | -1 | 2 | 1 | -0.8 | -9
O=C(Nc1ccccc1)N1CCCC(CNS(=O)(=O)Cc2ccccc2)C1 (stereo unspecified)
 : 3 | -14 | 1 | 0 | -2 | 3 | 5 | -1 | 0.8 | 0
Cc1nn(-c2ccccc2)c(C)c1C(=O)OCC(=O)Nc1ccc2c(c1)OCO2
 : -9 | 13 | -4 | -3 | -3 | 1 | -1 | 0 | 0.0 | 19
Cc1cc(O)c(C(C)C)cc1N=C1CSC(=O)N1
 : 15 | 7 | 6 | -5 | 0 | 17 | 0 | 3 | -0.2 | 4
NC(=O)c1ncn([C@@H]2O[C@H](CNCc3ccccc3C#Cc3ccccc3)[C@@H](O)[C@H]2O)n1
 : 10 | 1 | -3 | 0 | -6 | 4 | 2 | 6 | 0.1 | -3
Cc1ccsc1C(=O)OCC(=O)Nc1c(Cl)cccc1C(F)(F)F
 : -6 | 9 | 6 | -5 | 1 | -5 | 0 | -4 | 0.1 | -10
COC(=O)C1=C(C(=O)OC)C2(OC1c1cccc(F)c1)C(=O)c1ccccc1C2=O (stereo unspecified)
 : 1 | 5 | -2 | 1 | 2 | 8 | 0 | 5 | 1.0 | -6
